ARFGAP1 inhibitor: inhibitors of rat ARFGAP1 GAP activity, primary screen, biochemical, fluorescence polarization, GDP tracer | Arfgap1-stimulated ARF1 GTP hydrolysis, GDP FP detection | inhibition, % at 16.5 µM | 0.26% of 360,000 active;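 active means inhibition above a per-plate limit, mean inhibition of low control wells plus 3 SD, cut at about 25% in these data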;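 further: 0% = DMSO wells with enzyme and 100% = wells lacking Arfgap1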
Target sequence (Q62848 1-136 limits assumed): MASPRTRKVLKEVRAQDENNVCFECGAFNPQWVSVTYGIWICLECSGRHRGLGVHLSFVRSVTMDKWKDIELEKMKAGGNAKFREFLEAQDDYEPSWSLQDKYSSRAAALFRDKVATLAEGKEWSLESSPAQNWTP
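system = rat Arfgap1 catalytic domain, aa 1-136 | technique = FP, GDP Alexa 633 tracer displaced from anti-GDP antibody, 620/688 nm | compound = one concentration, 16.5 µM, DMSO 1.26% | medium = HEPES-based buffer, pH 7.5 | timing = compound-enzyme preincubation 20 min, reaction 120 min, detection 60 min, 25 °C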
ADAM10 inh: human ADAM10 inhibitors, primary screen, biochemical, QFRET, HTS; recombinant ADAM10, EDANS/DABCYL FRET peptide cleavage, 3 h; inhibition, % at 7 µM; 0.62% of 370,000 active; AID 720582, 2013;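 active means inhibition above a per-campaign cutoff equal to the mean of compounds falling between control-based bounds plus 3 SD, cut at about 20% in these data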;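 further: 0% = DMSO wells while the 100% control is not disclosed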
ADAM17 inh: ADAM17 inhibitors, primary screen, biochemical, QFRET | Disintegrin and metalloproteinase domain-containing protein 17 (Homo sapiens), P78536 | recombinant ADAM17, EDANS/DABCYL FRET peptide cleavage | inhibition, % at 6.95 µM | 0.83% of 370,000 active;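 active means inhibition above the mean of compounds lying between control limits plus 3 SD, set per campaign, cut at about 8.5% in these data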;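 further: 0% = DMSO-only wells as the low control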
LEDGF integ inh: blockers of LEDGF/p75-dependent integrase strand transfer – biochemical, TR-FRET, high throughput, primary screen | 0.64% of 370,000 active | HIV-1 integrase (with human LEDGF/p75) | TR-FRET IN-LEDGF/p75 DNA integration, Eu/Cy5 | inhibition, % at 3.7 µM;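 active means inhibition above the screen-wide mean plus 3 SD, cut at about 13% in these data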;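 further: signal is the Cy5 over europium emission ratio at 671 and 618 nm; 0% = plate median of compound wells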
PLCg1 inh: PLC-gamma1 enzyme inhibitors, primary screen, biochemical, fluorescence, purified enzyme; 1-phosphatidylinositol 4,5-bisphosphate phosphodiesterase gamma-1 (Homo sapiens), P19174; fluorogenic substrate; inhibition, % at 12.2 µM; 0.84% of 370,000 active; AID 720700, 2013; in the data active means inhibition above about 9.5%
Tn6 DDE FP: inhibitors of Tn6 peptide binding to fibrin DD(E), primary screen, biochemical, fluorescence polarization, human fibrin, Tn6 probe. Fibrin DD(E) TRITC-Tn6 fluorescence polarization displacement. Fibrinogen beta chain (Homo sapiens), P02675. 0.21% of 370,000 active. inhibition, % at 8.3 µM;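 active means inhibition above a per-campaign cutoff: mean of compounds within control limits plus 3 SD, cut at about 15% in these data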;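 further: 0% = median of all compound wells on the plate and 100% = blocking peptide control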
Target sequence (P02675 whole entry, looked up): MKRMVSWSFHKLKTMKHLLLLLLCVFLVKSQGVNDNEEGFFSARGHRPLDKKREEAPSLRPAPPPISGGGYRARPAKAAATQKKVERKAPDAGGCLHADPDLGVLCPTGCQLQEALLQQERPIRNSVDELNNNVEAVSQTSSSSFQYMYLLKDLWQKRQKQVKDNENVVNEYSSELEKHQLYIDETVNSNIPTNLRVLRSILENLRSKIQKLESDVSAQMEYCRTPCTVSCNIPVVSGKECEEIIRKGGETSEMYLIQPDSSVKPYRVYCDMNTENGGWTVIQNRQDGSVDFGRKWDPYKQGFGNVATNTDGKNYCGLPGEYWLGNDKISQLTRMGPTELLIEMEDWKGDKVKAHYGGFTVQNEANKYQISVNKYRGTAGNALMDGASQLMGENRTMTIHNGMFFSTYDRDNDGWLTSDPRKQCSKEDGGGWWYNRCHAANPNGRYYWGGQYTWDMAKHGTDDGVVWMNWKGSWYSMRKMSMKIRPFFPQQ
ASAP1 GAP inh: inhibitors of human ASAP1 ArfGAP activity, primary screen, biochemical, fluorescence polarization; Arf-GAP with SH3 domain, ANK repeat and PH domain-containing protein 1 (Homo sapiens), …; ASAP1-stimulated ARF1 GTP hydrolysis, GDP FP detection; inhibition, % at 16.5 µM; 0.19% of 360,000 active; AID 624377, 2012; in the data active means inhibition above about 25%;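 further: 0% = vehicle with enzyme and substrate and 100% = no enzyme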
KLK7 zymogen act: proKLK7 zymogen activators, primary screen, biochemical, fluorescence intensity | Kallikrein-7 (Homo sapiens), P49862 | purified proKLK7, EDANS-DABCYL substrate fluorescence; 100% is mature enzyme control, 0% vehicle | activation, % at 7 µM | 0.9% of 370,000 active;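 active means activation above the mean of all tested compounds plus 3 SD, computed per campaign excluding outliers beyond control limits, cut at about 13% in these data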
Target sequence (P49862 whole entry, looked up): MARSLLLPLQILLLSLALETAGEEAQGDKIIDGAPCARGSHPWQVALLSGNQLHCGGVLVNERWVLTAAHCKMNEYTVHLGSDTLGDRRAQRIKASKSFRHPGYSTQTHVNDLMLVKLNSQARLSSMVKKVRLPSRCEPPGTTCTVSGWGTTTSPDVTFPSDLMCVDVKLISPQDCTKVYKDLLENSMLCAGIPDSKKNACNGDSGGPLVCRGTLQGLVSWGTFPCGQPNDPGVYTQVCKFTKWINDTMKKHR
TDP2 absorb: human TDP2 enzyme inhibitors, primary screen, biochemical, epi absorbance, recombinant enzyme. T5PNP hydrolysis, p-nitrophenol absorbance 415 nm. 0.34% of 370,000 active. Tyrosyl-DNA phosphodiesterase 2 (Homo sapiens), O95551. inhibition, % at 12.8 µM;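 active means inhibition above the mean of all tested compounds plus 3 SD, set per campaign, cut at about 25% in these data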;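 further: 0% = DMSO with enzyme and 100% = buffer with substrate but no TDP2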
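Test system: human TDP2 enzyme; Input: 120 nM TDP2 per well; Buffer or medium: Mg2+-containing Tris-HCl buffer, pH 7.5; Reagent: 5 mM T5PNP; Dosing: 12.8 µM single point, 1% DMSO; Incubation: reaction 2 h, 37 °C; Detection: p-Nitrophenol epi absorbance; Read-out: % inhibition relative to enzyme-containing and enzyme-free wells; Replicates: single well per compound.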
Tn7 DDE FP: inhibitors of Tn7 peptide binding to fibrin DD(E), primary screen, biochemical, fluorescence polarization, human fibrin, Tn7 probe | Fibrinogen beta chain (Homo sapiens), P02675 | FP displacement of FITC-Tn7 peptide from fibrin DD(E); 0% = median of compound wells per plate | inhibition, % at 8.3 µM | 0.13% of 370,000 active;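 active means inhibition above the mean of compounds falling within the control limits plus 3 SD of them, cut at about 14% in these data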;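 further: 0% = plate median of compound wells and 100% = 10 µM Aha-Tn7 peptide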
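assay system = human clot-derived fibrin DD(E) complex | quantity = Fibrin-DD(E) at 2 µM final | timing = 10 min preincubation, 3 h with tracer, room temperature | signal = fluorescence polarization | measure = percent inhibition | benchmarks = high control wells with 10 µM unlabelled Aha-Tn7 peptide (full inhibition) | replicates = singlicate testing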
Active calls of the source: *.

Results for COc1cc(C(CCN2CCCCC2)c2c(OC)cc(OC)c3c(C)cc(=O)oc23)cc(OC)c1OC (configuration not stated) ?
ARFGAP1 inhibitor: 20.3; ADAM10 inh: -2.1; ADAM17 inh: -8.3; LEDGF integ inh: 1.4; PLCg1 inh: -1.9; Tn6 DDE FP: -4.8; ASAP1 GAP inh: -1.3; KLK7 zymogen act: 0.2; TDP2 absorb: 17.2; Tn7 DDE FP: 2.8

What do the screens show for `Oc1ccc(O)c(-c2cnns2)c1`?
ARFGAP1 inhibitor: -12.7; ADAM10 inh: -0.9; ADAM17 inh: -3.4; LEDGF integ inh: -5.2; PLCg1 inh: 5.4; Tn6 DDE FP: -6.1; ASAP1 GAP inh: -0.3; KLK7 zymogen act: 0.1; TDP2 absorb: 5.8; Tn7 DDE FP: -1.1

Results for CCOC(=O)CN(c1sc(C)c(C)c1C(=O)OCC)S(=O)(=O)c1ccc(C)cc1 ?
ARFGAP1 inhibitor: 13.4; ADAM10 inh: 1.1; ADAM17 inh: 2.8; LEDGF integ inh: 0.0; PLCg1 inh: 2.1; Tn6 DDE FP: -7.5; ASAP1 GAP inh: 3.0; KLK7 zymogen act: 0.9; TDP2 absorb: -13.1; Tn7 DDE FP: -2.1

How did C/C=C/c1ccc(Oc2nnnn2-c2ccc(C(=O)O)cc2)c(OC)c1 do in these assays?
ARFGAP1 inhibitor: -5.4; ADAM10 inh: 0.5; ADAM17 inh: 2.5; LEDGF integ inh: -1.9; PLCg1 inh: -0.2; Tn6 DDE FP: 6.8; ASAP1 GAP inh: -10.0; KLK7 zymogen act: 0.1; TDP2 absorb: 0.2; Tn7 DDE FP: -7.1

How did Cc1csc(NC(=O)c2cccc(C)c2C)n1 do in these assays?
ARFGAP1 inhibitor: -6.9; ADAM10 inh: 3.1; ADAM17 inh: 0.9; LEDGF integ inh: -1.0; PLCg1 inh: 4.4; Tn6 DDE FP: 2.9; ASAP1 GAP inh: 4.5; KLK7 zymogen act: 0.6; TDP2 absorb: 10.0; Tn7 DDE FP: -0.2

Results for CCOC(=O)N1CCN(C(=O)C2CCN(C(=O)c3ccccc3C)CC2)CC1 ?
ARFGAP1 inhibitor: -7.3; ADAM10 inh: -5.8; ADAM17 inh: -1.0; LEDGF integ inh: -0.6; PLCg1 inh: -4.7; Tn6 DDE FP: -5.6; ASAP1 GAP inh: -6.6; KLK7 zymogen act: -0.3; TDP2 absorb: 0.9; Tn7 DDE FP: 2.5

Results for COc1ccc(C(=O)Nc2ccc(S(=O)(=O)Nc3nccnc3OC)cc2)cc1OC ?
ARFGAP1 inhibitor: 5.3; ADAM10 inh: 2.0; ADAM17 inh: 4.9; LEDGF integ inh: 1.3; PLCg1 inh: 6.1; Tn6 DDE FP: 2.3; ASAP1 GAP inh: 6.2; KLK7 zymogen act: -0.1; TDP2 absorb: 0.3; Tn7 DDE FP: -2.7

What do the screens show for `COC1C=CC(CNC(=O)c2cc3c(=O)n4cccc(C)c4nc3n2C)(OC)O1` (configuration not stated)?
ARFGAP1 inhibitor: 3.2; ADAM10 inh: -354.3; ADAM17 inh: -105.9; LEDGF integ inh: 0.9; PLCg1 inh: -241.4; Tn6 DDE FP: 1.1; ASAP1 GAP inh: -5.8; KLK7 zymogen act: 4.7; TDP2 absorb: -2.7; Tn7 DDE FP: -1.3

Results for Cc1cc(C(=O)N/N=C(\CCC(=O)O)c2cccs2)c2ccccc2n1 ?
ARFGAP1 inhibitor: 7.8; ADAM10 inh: -10.5; ADAM17 inh: -3.2; LEDGF integ inh: -1.0; PLCg1 inh: -2.6; Tn6 DDE FP: -2.7; ASAP1 GAP inh: 13.1; KLK7 zymogen act: 0.0; TDP2 absorb: -19.6; Tn7 DDE FP: -0.7

What do the screens show for `COc1ccccc1NC(=S)NCc1ccc2c(c1)cc(C)n2C`?
ARFGAP1 inhibitor: 11.2; ADAM10 inh: 7.7; ADAM17 inh: 2.8; LEDGF integ inh: 5.1; PLCg1 inh: 2.5; Tn6 DDE FP: 2.3; ASAP1 GAP inh: 5.7; KLK7 zymogen act: 0.1; TDP2 absorb: -3.7; Tn7 DDE FP: -1.2

How did Cc1cccc(C)c1NC(=O)CN(C)C(=O)c1cccc(S(=O)(=O)N2CCN(c3ccc(F)cc3)CC2)c1 do in these assays?
ARFGAP1 inhibitor: 7.0; ADAM10 inh: -3.6; ADAM17 inh: -2.6; LEDGF integ inh: 0.5; PLCg1 inh: 2.5; Tn6 DDE FP: -5.7; ASAP1 GAP inh: 3.7; KLK7 zymogen act: 0.7; TDP2 absorb: -5.8; Tn7 DDE FP: -1.9

How did Cc1cc(=O)n2c(n1)NC(Nc1cccc(C)c1C)=NC2c1ccc(F)cc1 (configuration not stated) do in these assays?
ARFGAP1 inhibitor: -16.1; ADAM10 inh: 0.2; ADAM17 inh: -3.9; LEDGF integ inh: 2.6; PLCg1 inh: 2.3; Tn6 DDE FP: -2.0; ASAP1 GAP inh: 9.6; KLK7 zymogen act: 0.6; TDP2 absorb: -1.2; Tn7 DDE FP: 0.4

What do the screens show for `CCOc1ccc(Oc2ccc(S(=O)(=O)N3CCOCC3)cc2NC(=O)C2=COCCO2)cc1`?
ARFGAP1 inhibitor: -8.6; ADAM10 inh: 0.3; ADAM17 inh: 4.0; LEDGF integ inh: 1.6; PLCg1 inh: 4.1; Tn6 DDE FP: -0.4; ASAP1 GAP inh: -13.9; KLK7 zymogen act: 0.6; TDP2 absorb: 2.1; Tn7 DDE FP: -6.5

How did CN(C(=O)CSc1nc(O)cc(=O)n1C1CCCC1)c1ccccc1 do in these assays?
ARFGAP1 inhibitor: 7.0; ADAM10 inh: 1.3; ADAM17 inh: -6.4; LEDGF integ inh: -0.4; PLCg1 inh: 1.2; Tn6 DDE FP: -7.3; ASAP1 GAP inh: 5.6; KLK7 zymogen act: 0.4; TDP2 absorb: -5.9; Tn7 DDE FP: 3.3

What do the screens show for `COc1ccc(OC)c(NC(=O)CCc2nnc3ccc(N4CCC(C)CC4)nn23)c1`?
ARFGAP1 inhibitor: 1.2; ADAM10 inh: -4.8; ADAM17 inh: 5.1; LEDGF integ inh: -6.3; PLCg1 inh: 2.2; Tn6 DDE FP: 3.6; ASAP1 GAP inh: 10.3; KLK7 zymogen act: -0.9; TDP2 absorb: -12.7; Tn7 DDE FP: -4.0

Results for S=C1SCN(Cc2cccnc2)CN1Cc1ccccc1 ?
ARFGAP1 inhibitor: 9.3; ADAM10 inh: -1.3; ADAM17 inh: -1.2; LEDGF integ inh: -2.6; PLCg1 inh: -0.1; Tn6 DDE FP: 1.3; ASAP1 GAP inh: 13.4; KLK7 zymogen act: -0.7; TDP2 absorb: -7.0; Tn7 DDE FP: -10.0

What do the screens show for `Cc1cccc(NC(=O)NCCN2CCCCC2)c1`?
ARFGAP1 inhibitor: 10.5; ADAM10 inh: 8.4; ADAM17 inh: 0.7; LEDGF integ inh: 2.6; PLCg1 inh: 7.0; Tn6 DDE FP: 3.0; ASAP1 GAP inh: -1.2; KLK7 zymogen act: 0.1; TDP2 absorb: -26.8; Tn7 DDE FP: 0.4

How did O=C(NCC(c1cccs1)N1CCOCC1)c1cn(-c2ccccc2)nc1-c1ccccc1 (configuration not stated) do in these assays?
ARFGAP1 inhibitor: -6.7; ADAM10 inh: 0.5; ADAM17 inh: -3.7; LEDGF integ inh: -1.9; PLCg1 inh: 4.5; Tn6 DDE FP: 5.3; ASAP1 GAP inh: 8.9; KLK7 zymogen act: 0.4; TDP2 absorb: -16.2; Tn7 DDE FP: -2.3

What do the screens show for `CCOc1ccccc1N(CC(=O)N1CCCC1)S(C)(=O)=O`?
ARFGAP1 inhibitor: -8.6; ADAM10 inh: -9.0; ADAM17 inh: -2.3; LEDGF integ inh: 0.2; PLCg1 inh: 0.9; Tn6 DDE FP: 15.7*; ASAP1 GAP inh: -8.9; KLK7 zymogen act: -0.5; TDP2 absorb: 11.2; Tn7 DDE FP: 11.2

What do the screens show for `C/C(N)=C(/C#N)C(=O)COC(=O)c1cc(-c2cccc(Br)c2)nc2ccccc12`?
ARFGAP1 inhibitor: 0.4; ADAM10 inh: -7.8; ADAM17 inh: -9.2; LEDGF integ inh: -0.6; PLCg1 inh: 6.1; Tn6 DDE FP: -4.7; ASAP1 GAP inh: -11.5; KLK7 zymogen act: 0.3; TDP2 absorb: -6.3; Tn7 DDE FP: 0.6

How did CN(C(=O)c1ccccn1)c1nnc(-c2ccccn2)s1 do in these assays?
ARFGAP1 inhibitor: 7.0; ADAM10 inh: -152.0; ADAM17 inh: -46.4; LEDGF integ inh: -4.9; PLCg1 inh: -8.8; Tn6 DDE FP: 4.1; ASAP1 GAP inh: 12.6; KLK7 zymogen act: 26.2*; TDP2 absorb: 6.1; Tn7 DDE FP: -2.4

What do the screens show for `CCOC(=O)[C@H]1[C@H]2COc3ccc(Cl)cc3[C@H]2N2C(=O)CNC(=O)[C@@]12C`?
ARFGAP1 inhibitor: 6.8; ADAM10 inh: 2.4; ADAM17 inh: 1.2; LEDGF integ inh: -3.0; PLCg1 inh: 2.3; Tn6 DDE FP: 4.2; ASAP1 GAP inh: 13.8; KLK7 zymogen act: 0.6; TDP2 absorb: -9.3; Tn7 DDE FP: -4.6

High-throughput results from PubChem BioAssay.
